# Compound activity (PubChem BioAssay)
# PrPC surface inh = reduces human prion protein on the cell surface; P04156; cell surface PrPC, TR-FRET read-out; inhibition, % at 13.8 µM; hit rate 0.43% among 370,000; AID 720596; in the data active = inhibition above about 24%; note: 0% = median of the test wells and 100% = reference compound wells
# MazEF act = increases E. coli MazEF RNase cleavage of RNA; P0AE70; FAM/BHQ RNA-DNA oligo cleavage fluorescence, 5 h; activation, % at 20 µM; hit rate 0.32% among 350,000; AID 504720; in the data active = activation above about 50%
# BoNT F protease = inhibitors of Botulinum neurotoxin F light chain protease; hit rate 0.22% among 360,000; Multiplex microsphere protease cleavage assay, flow cytometry; inhibition, % at 10 µM; in the data active = inhibition above about 35%, passing the limit was not always enough; note: plate controls were buffer without enzyme for full effect and enzyme alone for no effect
# Mtb UGM inh = inhibitors of M. tuberculosis UDP-galactopyranose mutase; P9WIQ1; purified UGM, fluorescence polarization probe displacement; inhibition, % at 10 µM; hit rate 0.06% among 320,000; AID 504406; in the data active = inhibition above about 10%, passing the limit was not always enough
# FBA Mtb inh = Mtb fructose-bisphosphate aldolase inhibition; inhibition, % at 1 µM; P9WQA3; purified M. tuberculosis FBA, fluorescence read-out; hit rate 2.3% among 360,000; in the data active = inhibition above about 27%;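 note: 0% = vehicle and 100% = reference inhibitor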
# Target sequence (P9WQA3 whole entry, looked up): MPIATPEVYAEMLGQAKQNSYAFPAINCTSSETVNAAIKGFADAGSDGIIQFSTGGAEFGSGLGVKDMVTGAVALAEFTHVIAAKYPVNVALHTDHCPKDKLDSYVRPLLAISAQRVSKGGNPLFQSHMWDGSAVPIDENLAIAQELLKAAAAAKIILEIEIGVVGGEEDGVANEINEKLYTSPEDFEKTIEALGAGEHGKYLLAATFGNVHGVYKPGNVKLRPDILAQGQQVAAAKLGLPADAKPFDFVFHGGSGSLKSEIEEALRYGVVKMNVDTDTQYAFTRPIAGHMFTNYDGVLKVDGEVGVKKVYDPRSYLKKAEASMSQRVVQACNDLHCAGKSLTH
# BioA inh = BioA (M. tuberculosis) enzyme inhibition | purified M. tuberculosis BioA enzyme, plate reader | inhibition, % at 9.99 µM | hit rate 0.096% among 360,000; in the data active = inhibition above about 40%
# FadD28 FP inh = inhibitors of Mycobacterium tuberculosis FadD28 bisubstrate binding. FadD28 bisubstrate probe binding, fluorescence polarization. inhibition, % at 12.5 µM. hit rate 0.22% among 360,000. AID 588549; in the data active = inhibition above about 8.5%, passing the limit was not always enough
# GDH-TPI counter = GDH-TPI coupled enzyme inhibition counter-screen; GDH-TPI coupled enzyme counterscreen, NADH absorbance; inhibition, % at 4.8 µM; hit rate 1.2% among 360,000; AID 588335; in the data active = inhibition above about 30%;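 note: 0% = DMSO wells and 100% = wells lacking the enzyme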
# Rv3671c protease = Rv3671c (M. tuberculosis) protease inhibition. hit rate 0.048% among 320,000. P9WHR9. inhibition, % at 5.96 µM. AID 2606; in the data active = inhibition above about 38%;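 note: extracellular domain of Rv3671c used as enzyme; 0% = enzyme with DMSO and 100% = no enzyme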
# Target sequence (P9WHR9 whole entry, looked up, the tested form may be a part): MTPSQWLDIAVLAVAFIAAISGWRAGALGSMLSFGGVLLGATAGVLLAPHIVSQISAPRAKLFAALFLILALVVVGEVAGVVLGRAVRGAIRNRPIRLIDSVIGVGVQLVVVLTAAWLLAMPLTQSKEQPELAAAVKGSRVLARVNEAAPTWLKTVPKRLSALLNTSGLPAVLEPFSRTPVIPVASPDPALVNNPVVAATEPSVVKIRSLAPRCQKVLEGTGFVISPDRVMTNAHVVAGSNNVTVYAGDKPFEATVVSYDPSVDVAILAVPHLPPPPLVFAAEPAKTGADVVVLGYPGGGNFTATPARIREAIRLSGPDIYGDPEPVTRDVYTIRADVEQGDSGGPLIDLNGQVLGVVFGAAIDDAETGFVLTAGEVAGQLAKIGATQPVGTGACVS
# An asterisk follows results filed as active; / = not tested or not shown; & = joins results of further samples.
# Values run as follows: PrPC surface inh | MazEF act | BoNT F protease | Mtb UGM inh | FBA Mtb inh | BioA inh | FadD28 FP inh | GDH-TPI counter | Rv3671c protease
Cc1cnc(NC(=O)CCCNC(=O)c2ccc(Cl)cc2)s1
→ 4 | 0 | 6 | 2.0 | 3 | 0.4 | 0.9 | -3 | 4
Cc1ccc(S(=O)(=O)CC(=O)Nc2ccc(S(=O)(=O)Nc3onc(C)c3C)cc2)cc1
→ -3 | 4 | 6 | 1.5 | 2 | 0.3 | 3.2 | -12 | 6
O=C(Nc1ccccc1N1CCOCC1)C1CCCCN1S(=O)(=O)c1ccccc1 (stereo unspecified)
→ 3 | 0 | 4 | -1.3 | 5 | / | 0.5 | 8 | 12
OCc1ccccc1-c1nc(NCc2ccccc2)nc2ccsc12
→ -6 | / | 0 | / | 63* | -1.0 | -1.8 | 15 | /
CSC(=NS(=O)(=O)c1ccccc1)NNC(=O)c1c(-c2c(Cl)cccc2Cl)noc1C
→ -8 | / | 1 | / | -3 | / | -1.8 | / | /
CCc1nnc(NC(=O)c2ccc(-c3ccc(Cl)cc3)o2)s1
→ -3 | 0 | -6 | 1.0 | 10 | / | -1.3 | 6 | 5
COC(=O)C1=C(c2ccc(F)cc2OCc2ccccc2)C[C@@H]2CC[C@H]1N2C(=O)NCc1ccc2[nH]ccc2c1
→ 2 | -6 | 1 | -0.7 | 1 | -1.0 | -2.7 | -4 | -1
COC(=O)C1=C(c2cccc(OC)c2OC)C[C@@H]2CC[C@H]1N2C(=O)NCC1CC1
→ -2 | 4 | -4 | 1.5 | 1 | -0.6 | -2.8 | 2 | -2
N#CC(C#N)=C1NC2(CCCC2)Cc2ccccc21
→ 0 | 2 | -6 | 0.4 | -2 | 0.2 | 1.1 | 23 | -15
CC1=Nc2cc(C(=O)N3CCCCC3)ccc2Sc2ccc(C)cc21
→ -3 | -2 | 0 | 1.1 | -1 | 2.3 | -4.9 | -3 | 1

# 3 compounds already listed, arranged by molecular weight, falling:
# Values run as follows: PrPC surface inh | MazEF act | BoNT F protease | Mtb UGM inh | FBA Mtb inh | BioA inh | FadD28 FP inh | GDH-TPI counter | Rv3671c protease
CSC(=NS(=O)(=O)c1ccccc1)NNC(=O)c1c(-c2c(Cl)cccc2Cl)noc1C
→ -8 | / | 1 | / | -3 | / | -1.8 | / | /
COC(=O)C1=C(c2cccc(OC)c2OC)C[C@@H]2CC[C@H]1N2C(=O)NCC1CC1
→ -2 | 4 | -4 | 1.5 | 1 | -0.6 | -2.8 | 2 | -2
CCc1nnc(NC(=O)c2ccc(-c3ccc(Cl)cc3)o2)s1
→ -3 | 0 | -6 | 1.0 | 10 | / | -1.3 | 6 | 5

# Going on with the list.
# Values run as follows: PrPC surface inh | MazEF act | BoNT F protease | Mtb UGM inh | FBA Mtb inh | BioA inh | FadD28 FP inh | GDH-TPI counter | Rv3671c protease
COc1ccc(-c2[nH]ncc2/C=N\NC(=O)c2ccc(Br)o2)cc1OC
→ 2 | -1 | 1 | -1.9 | 1 | 5.7 | -3.2 | 18 | -20
Cc1ccc(C(=O)N2Cc3ccccc3CC2C(=O)O)cc1 (stereo unspecified)
→ 2 | -8 | -4 | 1.6 | -1 | 0.0 | -0.6 | 8 | -9
C[C@H](NC(=O)c1ccco1)C(=O)Nc1ccc(C#N)cc1
→ 4 | 7 | 5 | -1.1 | 1 | -0.7 | -0.9 | -2 | 3
O=C(CSc1nnc(NC(=O)c2ccccc2[N+](=O)[O-])s1)NCc1ccco1
→ -2 | -4 | -12 | 1.0 | 1 | -4.4 | -0.4 | 6 | -5
COc1ccc(N(Cc2cc3cc(OC)ccc3[nH]c2=O)C(=O)c2cccnc2)cc1
→ -8 | 3 | 2 | 0.7 | 16 | 0.6 | -3.4 | 9 | 2
CCC(C)(C)NC(=O)C(c1cccc(OC)c1OC)N(C(=O)CCC(=O)Nc1cc(C)on1)c1ccc2c(c1)OCCO2 (stereo unspecified)
→ -4 | 4 | -5 | 2.5 | 1 | 0.5 | -0.6 | 4 | -5
Cc1ccc(S(=O)(=O)Nc2ccc3c(c2)C(=O)N([C@@H](C)CO)C[C@@H](C)[C@@H](CN(C)S(=O)(=O)c2ccccc2)OCCCC[C@H](C)O3)cc1
→ 4 | -5 | -1 | / | 0 | -5.0&-2.2 | -2.7 | -1 | /
COc1ccccc1NC(=O)Cn1cc(C(=O)C(=O)N2CCOCC2)c2ccccc21
→ -1 | 1 | -18 | 0.6 | 4 | -3.4 | 0.5 | 6 | 0
COC(=O)c1cc(-c2ccccc2)on1
→ 5 | 2 | 4 | -1.5 | -5 | -1.8 | -2.6 | 9 | -1
O=C(c1cccnc1Nc1ccccc1F)N1CCOCC1
→ 0 | 1 | 1 | -1.5 | 2 | -0.8 | -1.1 | 8 | -3
CC(=O)Nc1ccc(NC(=O)CC2(CC(=O)N3CCOCC3)CCCC2)cc1
→ -2 | 6 | 1 | / | 2 | 0.1 | -1.9 | -11 | /
O=C(C1=C[C@@H](c2coc3ccccc3c2=O)C[C@@H](OCc2ccc(CO)cc2)O1)N1CCN(Cc2ccc3c(c2)OCO3)CC1
→ 1 | 3 | -3 | -0.5 | 1 | -1.4 | -1.7 | 8 | -8
Cc1csc(SCC(=O)Nc2nnc(C)s2)n1
→ 1 | 25 | -4 | 0.4 | -2 | 0.9 | -1.5 | 2 | -15
C=CCn1c(C)cc(C(=O)CSc2nnc(Cc3ccccc3)o2)c1C
→ -2 | 0 | 6 | -1.9 | 0 | 0.3 | 0.2 | -3 | -7
Cc1[nH]c(=O)c(C#N)c2c1CSC(C)(C)C2
→ -3 | 6 | 2 | -1.7 | 2 | -0.7 | -2.6 | 18 | 2
CCOC(=O)N1CCN(C2=Nc3cccc4cccc2c34)CC1
→ -17 | -9 | 10 | -0.7 | -2 | -1.5 | -0.1 | 9 | -2
Nc1cc(=O)[nH]c(SCC(=O)Nc2cccc([N+](=O)[O-])c2)n1
→ -22 | -2 | -5 | 4.7 | -1 | -1.2 | -2.4 | 5 | -5
Cc1ccc(Nc2nnc(SCC(=O)NCCN3C(=O)CSC3=O)s2)cc1C
→ 4 | 0 | 0 | 2.9 | -1 | 1.2 | -3.5 | -2 | 8

# 2 entries from above, field by field:
Molecule: CSC(=NS(=O)(=O)c1ccccc1)NNC(=O)c1c(-c2c(Cl)cccc2Cl)noc1C
  PrPC surface inh = -8
  MazEF act = /
  BoNT F protease = 1
  Mtb UGM inh = /
  FBA Mtb inh = -3
  BioA inh = /
  FadD28 FP inh = -1.8
  GDH-TPI counter = /
  Rv3671c protease = /

Molecule: O=C(C1=C[C@@H](c2coc3ccccc3c2=O)C[C@@H](OCc2ccc(CO)cc2)O1)N1CCN(Cc2ccc3c(c2)OCO3)CC1
  PrPC surface inh = 1
  MazEF act = 3
  BoNT F protease = -3
  Mtb UGM inh = -0.5
  FBA Mtb inh = 1
  BioA inh = -1.4
  FadD28 FP inh = -1.7
  GDH-TPI counter = 8
  Rv3671c protease = -8

# Among those listed so far, these have a halogen:
# Values run as follows: PrPC surface inh | MazEF act | BoNT F protease | Mtb UGM inh | FBA Mtb inh | BioA inh | FadD28 FP inh | GDH-TPI counter | Rv3671c protease
Cc1cnc(NC(=O)CCCNC(=O)c2ccc(Cl)cc2)s1
→ 4 | 0 | 6 | 2.0 | 3 | 0.4 | 0.9 | -3 | 4
CSC(=NS(=O)(=O)c1ccccc1)NNC(=O)c1c(-c2c(Cl)cccc2Cl)noc1C
→ -8 | / | 1 | / | -3 | / | -1.8 | / | /
CCc1nnc(NC(=O)c2ccc(-c3ccc(Cl)cc3)o2)s1
→ -3 | 0 | -6 | 1.0 | 10 | / | -1.3 | 6 | 5
COC(=O)C1=C(c2ccc(F)cc2OCc2ccccc2)C[C@@H]2CC[C@H]1N2C(=O)NCc1ccc2[nH]ccc2c1
→ 2 | -6 | 1 | -0.7 | 1 | -1.0 | -2.7 | -4 | -1
COc1ccc(-c2[nH]ncc2/C=N\NC(=O)c2ccc(Br)o2)cc1OC
→ 2 | -1 | 1 | -1.9 | 1 | 5.7 | -3.2 | 18 | -20
O=C(c1cccnc1Nc1ccccc1F)N1CCOCC1
→ 0 | 1 | 1 | -1.5 | 2 | -0.8 | -1.1 | 8 | -3
